CIT2 TOR yeast = alters CIT2-GFP fluorescence in TOR pathway yeast screen; S. cerevisiae CIT2-GFP strain, flow cytometry, 3 h; 100 means same as DMSO wells; GFP response vs DMSO, % at 10 µM; hit rate 0.065% among 320,000;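 active = GFP response relative to DMSO above a set limit, near the screen mean plus 3 SD, cut at about 150% in these data; inconclusive = Fewer than 70 cells measured for a yeast strain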;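 note: ratio of well median GFP fluorescence to mean of DMSO wells on the plate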
AGP1 TOR yeast = modulators of TOR pathway AGP1-GFP in S. cerevisiae; S. cerevisiae AGP1-GFP multiplex flow cytometry, 3 h; GFP as percent of DMSO wells; GFP response vs DMSO, % at 10 µM; hit rate 0.02% among 320,000;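 active = GFP response relative to DMSO above a set limit, near screen average plus 3 SD, cut at about 150% in these data; inconclusive = fewer than 70 cells counted for the yeast strain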;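 note: median GFP channel fluorescence of the gated AGP1 strain per well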
LAP4-GFP MLPCN = modulators of TOR pathway LAP4-GFP in S. cerevisiae | S. cerevisiae LAP4-GFP multiplex, flow cytometry GFP, 3 h; median GFP as percent of DMSO wells | GFP response vs DMSO, % at 10 µM | hit rate 0.34% among 320,000 | AID 2023;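 active = GFP response vs DMSO above a set limit, about the screen mean plus 3 SD, cut at about 150% in these data; inconclusive = under 70 cell events counted for the yeast strain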
VLA-4 inh = inhibition in a human VLA-4 binding assay | P13612 | VLA-4 expressing cells, ligand binding flow cytometry | inhibition, % (about 7 µM as worked out from the volumes in the protocol) | hit rate 0.2% among 330,000 | AID 2557; in the data active = inhibition above about 50%
Target sequence (P13612 whole entry, looked up): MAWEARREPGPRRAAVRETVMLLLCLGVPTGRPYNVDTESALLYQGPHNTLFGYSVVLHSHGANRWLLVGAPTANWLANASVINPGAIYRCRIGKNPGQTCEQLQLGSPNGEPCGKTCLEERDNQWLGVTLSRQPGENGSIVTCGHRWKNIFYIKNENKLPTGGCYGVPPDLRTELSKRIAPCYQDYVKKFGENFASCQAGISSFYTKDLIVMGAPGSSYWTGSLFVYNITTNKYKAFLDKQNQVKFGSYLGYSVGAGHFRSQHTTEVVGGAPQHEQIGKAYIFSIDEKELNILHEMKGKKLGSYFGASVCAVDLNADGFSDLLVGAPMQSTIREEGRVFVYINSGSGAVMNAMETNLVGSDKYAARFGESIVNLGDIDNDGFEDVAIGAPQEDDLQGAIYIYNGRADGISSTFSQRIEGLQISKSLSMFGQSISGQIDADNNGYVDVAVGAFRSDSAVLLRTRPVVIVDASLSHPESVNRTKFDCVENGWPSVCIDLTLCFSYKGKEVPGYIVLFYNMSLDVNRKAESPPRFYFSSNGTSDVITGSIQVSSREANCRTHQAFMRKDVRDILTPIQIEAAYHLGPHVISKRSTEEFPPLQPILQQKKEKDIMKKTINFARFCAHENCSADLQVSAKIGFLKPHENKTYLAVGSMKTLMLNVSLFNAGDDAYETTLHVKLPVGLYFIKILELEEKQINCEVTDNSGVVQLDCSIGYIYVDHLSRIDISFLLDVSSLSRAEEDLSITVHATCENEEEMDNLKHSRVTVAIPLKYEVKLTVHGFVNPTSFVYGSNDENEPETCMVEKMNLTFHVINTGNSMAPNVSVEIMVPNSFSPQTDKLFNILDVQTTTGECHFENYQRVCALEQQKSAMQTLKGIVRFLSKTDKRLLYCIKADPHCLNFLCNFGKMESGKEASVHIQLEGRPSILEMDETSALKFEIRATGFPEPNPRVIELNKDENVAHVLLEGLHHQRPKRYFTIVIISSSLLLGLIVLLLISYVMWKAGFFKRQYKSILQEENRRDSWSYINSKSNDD
GASC-1 inh = human JMJD2C demethylase inhibition; AID 2099; Q9H3R0; inhibition, % at 2.35 µM; GST-JMJD2C(1-420) H3K9me3 demethylation, DELFIA europium; hit rate 0.069% among 330,000;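 active = more than half of a compound's replicate wells show inhibition beyond 50%, single wells judged on their own value; inconclusive = some, but no more than half, of replicates pass 50% inhibition; inactive = no replicate passes 50% inhibition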;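 note: signal counts dimethyl H3K9 product captured on neutravidin plate; 0% = median of DMSO wells and 100% = 0.3 times that DMSO median; strong numbers were not always called active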
RPL19A TOR yeast = modulators of TOR pathway RPL19A-GFP in S. cerevisiae. S. cerevisiae RPL19A-GFP strain, flow cytometry, 3 h; stronger effect = lower value. percent response vs DMSO, % at 10 µM. hit rate 0.3% among 330,000;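 active = percent response vs DMSO below 50%; inconclusive = fewer than 70 events counted for the yeast strain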;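 note: median channel GFP fluorescence of the barcoded RPL19A-GFP strain; ratio of sample median GFP to plate DMSO average so 100% = DMSO; lower means less RPL19A-GFP as with rapamycin TOR inhibition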
MEP2-GFP yeast = yeast TOR pathway MEP2-GFP modulation; hit rate 0.51% among 330,000; GFP response vs DMSO, % at 10 µM; AID 2016; S. cerevisiae MEP2-GFP strain, flow cytometry GFP, 3 h; 100% = DMSO control level;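 active = GFP response versus DMSO above a set limit, roughly screen mean plus 3 SD, cut at about 180% in these data; inconclusive = fewer than 70 cells counted for a yeast strain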;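 note: median GFP fluorescence of the barcode-gated MEP2-GFP cells per well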
GRK2 inh = inhibitors of human GRK2 displacing RNA aptamer | P25098 | bead flow cytometry, FAM-aptamer displacement from GRK2 | inhibition of aptamer binding, % at 10 µM | hit rate 0.59% among 330,000;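 active = inhibition of aptamer binding above 40%, roughly 3 SD of noise, on plates passing a quality check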;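 note: median bead fluorescence of bound FAM aptamer so fluorescent compounds give negative values; no value below 0 was filed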
Numbers without * were called inactive; ? = inconclusive; · = no result given; [ ] = remark or other dose. No enrichment for hits. Share with any hit: about 1.7%.

1. O=C(CCn1cnc2ccccc2c1=O)Nc1ccc(S(=O)(=O)N2CCCC2)cc1
2. O=[N+]([O-])c1cccc(S(=O)(=O)NCCc2cccs2)c1
3. Cc1noc(C)c1CCC(=O)Nc1c(C(C)C)cccc1C(C)C
4. COCCNC(=O)c1onc(CSc2cccc(OC)c2)c1C(=O)O
5. COc1ccc(CN2C(=NC(=O)COc3ccccc3)SC3CS(=O)(=O)CC32)cc1 (stereo not drawn)
6. Cc1csc(NC(=O)Nc2ccc(Cl)cc2)n1
7. CC(/C=N/NC(=O)c1cc(-c2cccs2)[nH]n1)=C\c1ccccc1
8. O=C(CN1C(=O)CCSc2ccc(S(=O)(=O)N3CCCC3)cc21)Nc1ccccc1

compound no.	1	2	3	4	5	6	7	8
CIT2 TOR yeast	108	96	100	103	103	100	101	110
AGP1 TOR yeast	103	91	111	95	93	102	94	92
LAP4-GFP MLPCN	103	83	110	112	89	100	98	88
VLA-4 inh	6	-5	0	16	4	-6	3	31
GASC-1 inh	7	-10	-2	0	19	0	-4	-15
RPL19A TOR yeast	94	94	109	103	96	100	103	91
MEP2-GFP yeast	103	100	106	97	103	101	99	89
GRK2 inh	1	2	3	0	1	2	4	0

9. CC(=O)O[C@]1(C(C)=O)CCC2C3CCC4=C/C(=N/OCC(=O)O)CC[C@]4(C)C3CC[C@@]21C (stereo partly drawn)
10. COCc1nnc(NC(=O)CCC2CCCCC2)s1
11. CCCCN(C(=O)Cc1cccc(F)c1)c1c(N)n(CCC)c(=O)[nH]c1=O
12. O=C(O)c1cc(C(=O)C2CCCCC2)c[nH]1
13. FC(F)(F)c1ccc(/C=N/N2CCN(Cc3ccccc3)CC2)cc1
14. Cc1ccc(C(=O)CSc2nc(N)cc(=O)[nH]2)cc1
15. O=C(Cn1cc(C(=O)C2CC2)c2ccccc21)Nc1ccc(F)cc1
16. Cc1noc(C)c1C(=O)OCC(=O)C12CC3CC(CC(C3)C1)C2

compound no.	9	10	11	12	13	14	15	16
CIT2 TOR yeast	83	106	106	92	102	102	99	93
AGP1 TOR yeast	90	106	99	·	102	106	93	101
LAP4-GFP MLPCN	114	101	104	98	96	94	87	120
VLA-4 inh	-17	8	4	-3	-12	-38	-1	6
GASC-1 inh	14	-23	2	34	-2	0	11	-9
RPL19A TOR yeast	102	102	103	90	103	99	91	84
MEP2-GFP yeast	104	102	111	102	108	101	95	109
GRK2 inh	3	1	4	1	2	0	0	0

17. O=C(NCCCCc1ccccc1)c1ccc(Br)o1
18. COc1ccc(C2CC(c3ccc(Cl)cc3Cl)Nc3nc(N)nn32)cc1 (stereo not drawn)
19. COc1cc(NC(=O)c2cccs2)ccc1NC(=O)c1cc2ccccc2o1
20. CCOC(=O)Cn1c(CN2CC(C)OC(C)C2)nc2c1c(=O)n(C)c(=O)n2C (stereo not drawn)
21. FC(F)(F)c1cccc(N2CCN(Cc3cccnc3)CC2)c1
22. CC(C)(C)NS(=O)(=O)c1ccc2c(c1)oc(=O)c1cc(S(=O)(=O)NC(C)(C)C)ccc12
23. Cc1ccc(C(=O)O)cc1NC(=O)C1=CSCCO1
24. Cc1nn(CC(=O)NCCc2ccccc2)c(=O)c2cc3occc3n12

compound no.	17	18	19	20	21	22	23	24
CIT2 TOR yeast	87	100	104	95	97	104	107	100
AGP1 TOR yeast	88	102	96	98	104	102	101	104
LAP4-GFP MLPCN	113	98	93	120	91	103	93	110
VLA-4 inh	7	-5	13	4	3	6	10	-1
GASC-1 inh	0	-11	-3	-11	-1	1	-4	1
RPL19A TOR yeast	88	97	98	104	98	98	95	102
MEP2-GFP yeast	94	98	103	110	101	104	98	105
GRK2 inh	4	3	0	0	0	0	3	0

25. C[C@@H](C(=O)NCc1ccccc1)[C@H]1C[C@]1(C)[C@H](NC(=O)OCc1ccccc1)c1ccccc1
26. COc1ccccc1-c1c(C)nn2c(N)c(-c3ccc(Cl)cc3)cnc12
27. Cc1nc(SCC(=O)Nc2cccc(C(=O)O)c2)n[nH]1
28. CC(C)c1cc(Br)ccc1OCCN1C(=O)NC(C)(C)C1=O
29. COc1ccccc1CN(CC(=O)NCc1ccc2c(c1)OCO2)C(=O)c1csnn1
30. CC(=O)Nc1ccc(NC(=O)C(C)OC(=O)CC2CCCC2)cc1 (stereo not drawn)
31. O=C(CSc1nnc(CNC(=O)c2ccco2)o1)Nc1ccc(F)cc1F
32. COc1ccc(CCN(C)C(=S)Nc2cccc(C)c2)cc1OC

compound no.	25	26	27	28	29	30	31	32
CIT2 TOR yeast	88	101	100	86	88	?	104	103
AGP1 TOR yeast	92	94	98	97	96	88[may fluoresce violet]	98	100
LAP4-GFP MLPCN	113	94	98	95	81	93[may fluoresce violet]	97	99
VLA-4 inh	2	8	-84	2	8	-1	0	-2
GASC-1 inh	-13	3	-11	13	-24	-1	-2	-4
RPL19A TOR yeast	106	102	99	98	100	80[may fluoresce violet]	99	100
MEP2-GFP yeast	96	104	107	103	97	88[may fluoresce violet]	109	99
GRK2 inh	2	·	0	0	1	0	0	2

33. O=C(OCn1nnc2ccccc2c1=O)C12CC3CC(CC(O)(C3)C1)C2
34. Clc1ccccc1/C=C/c1nc(-c2ccccn2)no1
35. O=C1CCCN1C(=O)CSc1ccc2ccccc2n1
36. Cc1nc([N+](=O)[O-])cn1CC(O)c1ccc(F)cc1 (stereo not drawn)
37. O=C(O)[C@@H]1CCCN1S(=O)(=O)c1cccc2cccnc12
38. Cc1ccc2nc(Cl)c(CN(Cc3cccs3)C(=O)C3CC3)cc2c1
39. Cc1ccc(-n2nnnc2SCn2nnc3ccccc3c2=O)c(C)c1
40. Cc1ccc(C)c(NC(=S)NCCc2ccc(F)cc2)c1

compound no.	33	34	35	36	37	38	39	40
CIT2 TOR yeast	112	84	90	98	124	92	92	102
AGP1 TOR yeast	107	98	96	104	92	98	94	94
LAP4-GFP MLPCN	107	114	109	105	140	103	100	101
VLA-4 inh	-5	-2	0	27	14	9	2	1
GASC-1 inh	5	12	-4	7	-4	-4	-13	3
RPL19A TOR yeast	120	88	97	94	101	96	97	99
MEP2-GFP yeast	109	88	96	95	94	99	102	99
GRK2 inh	0	1	0	0	0	5	0	0

41. Cc1ccc(S(=O)(=O)N2CCCC2C(=O)Nc2ccc(O)cc2)cc1 (stereo not drawn)
42. COCCn1c(SCC(=O)Nc2nnc(C)s2)nnc1-c1cc2ccccc2cc1O
43. Cc1ccc2nc(-c3ccccc3)cc(C(=O)N3CCN(c4ccccc4O)CC3)c2c1
44. COc1ccc(N=CC2=C(O)c3ccccc3C2=O)cc1
45. COc1cc(/C=N/NC(N)=O)c(Br)cc1OCC(=O)Nc1ccccc1C
46. Cc1ccc(NC(=O)CN(C)C(=O)c2cccnc2Nc2cccc(C(F)(F)F)c2)cc1
47. O=C(O)c1ccccc1C(=O)NC1CCCc2ccccc21 (stereo not drawn)
48. O=C(O)c1ccc(OS(=O)(=O)c2cccc(C(F)(F)F)c2)cc1

compound no.	41	42	43	44	45	46	47	48
CIT2 TOR yeast	100	83	82	91	92	108	105	92
AGP1 TOR yeast	102	95	105	99	89	102	104	105
LAP4-GFP MLPCN	96	95	111	101	94	107	98	105
VLA-4 inh	1	1	4	4	1	19	1	-9
GASC-1 inh	-1	-8	3	-6	2	11	-16	·
RPL19A TOR yeast	96	95	92	99	95	107	104	97
MEP2-GFP yeast	92	91	100	95	91	106	109	102
GRK2 inh	4	1	1	0	2	2	0	1

49. Cc1ccc(OCC(=O)Nc2sc3c(c2C#N)CCC3)cc1C
50. N#CCC(=O)Nc1ccc(C(=O)OCC(=O)N(C2CCCCC2)C2CCCCC2)cc1
51. COc1ccc(CC(=O)NNC(=S)Nc2ccc(Br)cc2)cc1
52. CCOC(=O)C1=C(C)NC(=O)NC1c1cccc(O)c1 (stereo not drawn)
53. CC(C(=O)Nc1ccccc1C(=O)N1CCCC1)n1nnc2ccccc21 (stereo not drawn)
54. O=C(CSc1n[nH]c(-c2ccccn2)n1)Nc1ccccc1
55. CC1(C(=O)c2ccccc2)C2c3c(ccc4ccccc34)OC(=O)C21C(=O)N1CCOCC1 (stereo not drawn)
56. Cc1oc2ccccc2c1CNC(=O)N(C)C
57. Clc1ccc(-c2ccc(SCc3ccccn3)nn2)cc1
58. C/C(=N/OC(=O)c1ccc(C(F)(F)F)cc1)c1oc(C)nc1C

compound no.	49	50	51	52	53	54	55	56	57	58
CIT2 TOR yeast	100	109	102	95	105	108	89	104	91	90
AGP1 TOR yeast	101	102	108	96	99	92	115	112	86	86
LAP4-GFP MLPCN	98	94	94	98	98	69	93	116	·	91
VLA-4 inh	25	-9	24	8	-3	5	10	2	4	21
GASC-1 inh	0	-3	1	21	-4	-1	1	-2	6	16
RPL19A TOR yeast	99	102	100	94	100	94	98	106	92	96
MEP2-GFP yeast	103	111	101	102	100	81	87	107	94	91
GRK2 inh	0	2	3	1	1	0	2	1	0	0

Reprinted from above, 4 compounds:
52. CCOC(=O)C1=C(C)NC(=O)NC1c1cccc(O)c1 (stereo not drawn)
53. CC(C(=O)Nc1ccccc1C(=O)N1CCCC1)n1nnc2ccccc21 (stereo not drawn)
54. O=C(CSc1n[nH]c(-c2ccccn2)n1)Nc1ccccc1
55. CC1(C(=O)c2ccccc2)C2c3c(ccc4ccccc34)OC(=O)C21C(=O)N1CCOCC1 (stereo not drawn)

compound no.	52	53	54	55
CIT2 TOR yeast	95	105	108	89
AGP1 TOR yeast	96	99	92	115
LAP4-GFP MLPCN	98	98	69	93
VLA-4 inh	8	-3	5	10
GASC-1 inh	21	-4	-1	1
RPL19A TOR yeast	94	100	94	98
MEP2-GFP yeast	102	100	81	87
GRK2 inh	1	1	0	2
